SR-BI DiI inh = inhibitors of SR-BI mediated HDL lipid uptake, primary screen, ldlA[mSR-BI] cells, fluorescence, single point. Scavenger receptor class B member 1 (Mus musculus), Q61009. ldlA[mSR-BI] CHO cells, DiI-HDL uptake fluorescence, 3 h. inhibition, % at 12.5 µM. 320,000 compounds, 0.96% hits. AID 488896, 2010;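 active = mean replicate inhibition of at least 70% and a set share of replicates each scoring 70 or more; inconclusive = meets just one of the two criteria; inactive = fails both criteria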;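 also: 0% = median of neutral control wells and 100% = median of positive control wells; values of inactives mirror those of a sister screen read the other way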
Target sequence (Q61009 whole entry, looked up): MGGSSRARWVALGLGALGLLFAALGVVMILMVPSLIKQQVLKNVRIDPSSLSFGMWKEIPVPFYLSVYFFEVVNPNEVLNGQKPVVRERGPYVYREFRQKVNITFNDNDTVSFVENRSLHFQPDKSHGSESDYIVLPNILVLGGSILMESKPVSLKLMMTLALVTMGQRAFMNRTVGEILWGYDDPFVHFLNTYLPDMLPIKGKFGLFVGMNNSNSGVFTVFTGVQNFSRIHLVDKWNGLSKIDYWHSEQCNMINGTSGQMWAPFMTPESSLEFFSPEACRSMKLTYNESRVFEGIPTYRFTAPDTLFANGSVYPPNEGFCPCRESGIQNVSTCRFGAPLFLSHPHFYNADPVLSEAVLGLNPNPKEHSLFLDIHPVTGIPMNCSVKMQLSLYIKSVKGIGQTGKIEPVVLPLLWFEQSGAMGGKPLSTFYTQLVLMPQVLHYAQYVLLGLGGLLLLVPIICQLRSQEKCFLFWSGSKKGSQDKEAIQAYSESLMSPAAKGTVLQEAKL
Wnt act = Wnt/beta-catenin pathway activators, primary screen, cell-based, plate reader, single point; 300,000 compounds, 1.2% hits; AID 743398, 2014; Wnt/beta-catenin reporter cell assay, activator; activation, % at 9.35 µM; in the data active = activation above about 30%, passing the limit was not always enough; inconclusive = no clear call, values can overlap the other calls;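 also: 0% = neutral control wells and 100% = positive control wells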
CAL PDZ FP-1 = untagged CAL PDZ binding inhibitors, primary screen, biochemical, fluorescence polarization, HTS; Golgi-associated PDZ and coiled-coil motif-containing protein (Homo sapiens), Q9HD26; purified CAL PDZ, TMR-peptide fluorescence polarization, 1 h; inhibition, % at 24.9 µM; 300,000 compounds, 0.92% hits; AID 602252, 2012;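 active = mean inhibition of at least 30% with at least half of replicates also reaching 30%; inconclusive = no clear call, values can overlap the other calls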;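 also: 0% = DMSO neutral control and 100% = excess unlabeled competitor peptide PRC23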
CAL PDZ FP-2 = CAL PDZ peptide-binding inhibitors, primary screen, biochemical, fluorescence polarization, Cer-tagged CAL PDZ, HTS. Golgi-associated PDZ and coiled-coil motif-containing protein (Homo sapiens), Q9HD26. purified CAL PDZ, TMR-peptide fluorescence polarization, 1 h. inhibition, % at 20 µM. 330,000 compounds, 0.02% hits. AID 504414, 2011;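 active = highest replicate inhibition of at least 40%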;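 also: plate controls were DMSO neutral control wells for no effect and unlabeled competitor peptide control wells for full effect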
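Assay system – tagged CAL PDZ protein CerCALP, purified · Timing – 1 h at RT · Compound – single point, 20 µM · Measured by – fluorescence polarization from S- and P-plane intensities, G-factor corrected · Evaluation – inhibition from polarization loss · Probe or stimulus – TMR reporter peptide T*-PRC34 · Buffer or medium – pH 7.4 phosphate-saline buffer, reducing agent, detergent, IgG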
E coli growth = E. coli V3065 growth inhibition, primary screen, counter-screen for AddAB inhibitor project, absorbance, OD600. 18 h. inhibition, % at 11.9 µM. 330,000 compounds, 0.27% hits. AID 449728, 2010;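 active = inhibition above the campaign's mean inhibition across all tested compounds plus 3 SD, cut at about 9.9% in these data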;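 also: uninfected addAB+ strain grown without phage in ampicillin broth; 0% = DMSO wells and 100% = ciprofloxacin 0.95 µg/ml wells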
AddAB inh = growth inhibition of E. coli expressing H. pylori AddAB, primary screen, AddAB inhibitor project, absorbance; inhibition, % at 11.9 µM; 330,000 compounds, 0.29% hits; AID 435030, 2010; in the data active = inhibition above about 12%;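 also: 0% = vehicle wells of infected cells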
phage Ecoli inh = growth loss of phage-infected E. coli, primary screen, RecBCD inhibitor project, absorbance, with phage, HTS | inhibition, % at 11.9 µM | 360,000 compounds, 0.26% hits | AID 651602, 2012; in the data active = inhibition above about 11%
MITF TRPM1 HTS = activators of MITF-driven TRPM1 promoter reporter, primary screen, cell-based, SK-MEL-5, luciferase, single point; SK-MEL-5 TRPM1-promoter luciferase, 24 h; % of positive control, neutral wells = 0; activation, % at 12.5 µM; 300,000 compounds, 0.75% hits; AID 588334, 2011;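 active = mean activation of at least 80% with every replicate also reaching 80%; inconclusive = mean reaches 80% but some replicate falls short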;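 also: 0% = neutral control wells and 100% = parthenolide positive control wells; values of inactives mirror those of a sister screen read the other way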
SR-BI DiI-HDL act = activators of SR-BI mediated DiI-HDL uptake, primary screen, ldlA[mSR-BI] CHO cells, DiI fluorescence; AID 504775, 2011; 320,000 compounds, 0.096% hits; activation, % at 12.5 µM; 3 h; 100 = double the neutral-control signal;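 active = mean replicate activation of at least 60% and every replicate at or above 60%; inconclusive = mean or all-replicate condition met, but not both; inactive = mean below 60% and not all replicates reaching 60%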;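 also: 0% = median plate neutral-control signal and 100% = twice that signal; values of inactives mirror those of a sister screen read the other way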
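Test system: SR-BI-overexpressing, LDLR-lacking CHO cells. Measured by: DiI fluorescence, bottom read. Medium: Ham's F12 with 0.5% BSA, HEPES 25 mM, pH 7.4. Timing: 3 h uptake period with compound, 37 °C.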
Tat export inh = E. coli Tat export inhibitors, primary screen, MC4100, TorA-mCherry reporter, fluorescence, single point; inhibition, % at 10 µM; 340,000 compounds, 0.036% hits; AID 488895, 2010;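 active = mean replicate inhibition at least 50% and at least half of replicates individually reaching 50%; inconclusive = only one of the two criteria met; inactive = neither criterion met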;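 also: exported cargo escapes ClpAP degradation while cytoplasmic cargo is degraded and loses fluorescence; 0% = median of neutral control wells and 100% = median of NaSCN control wells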
Active calls of the source: *; ? = inconclusive; . = not tested or not shown.

SMILES	SR-BI DiI inh	Wnt act	CAL PDZ FP-1	CAL PDZ FP-2	E coli growth	AddAB inh	phage Ecoli inh	MITF TRPM1 HTS	SR-BI DiI-HDL act	Tat export inh
NC(=O)C(=O)N/N=C/c1c2ccccc2cc2ccccc12	-2.0	-1.4	0.0	-2.8	-0.6	0.1	2.2	-21.5	2.0	1.1
Cc1ccc(C)n1-c1ccc(C(=O)NN)cc1	43.4	0.6	-1.5	-1.7	-2.5	1.9	1.6	-12.1	-43.4	-3.9
Cc1cc(CN(C)C(=O)c2cc(COc3ccc(C)c(C)c3)on2)n[nH]1	-1.1	0.6	2.3	0.1	-0.6	1.5	-0.1	11.7	1.1	-4.0
COc1cc(C)c(CN2CCC(n3nccc3NC(=O)C3CCOC3)CC2)cc1C (stereo not drawn)	-15.6	-0.7	-4.5	-2.2	3.0	2.9	1.3	7.8	15.6	-2.6
CCc1ccc(NC(=O)CN2CCCN(S(=O)(=O)c3ccc(F)cc3)CC2)cc1	-3.9	-2.7	-2.2	-2.0	0.2	2.9	2.5	5.6	3.9	11.3
Cn1cccc1C(=O)C(=O)Nc1ccccc1C(F)(F)F	-13.0	0.5	-1.6	-2.3	-0.6	0.9	2.7	60.8	13.0	-1.6
CSCCC(NC(=O)c1ccc(Cl)cc1)C(=O)OCC(=O)Nc1ccc(C#N)cc1 (stereo not drawn)	30.2	-5.0	-0.9	0.0	-1.7	2.9	2.7	-2.0	-30.2	0.8
CC(=O)Nc1ccc(OCC(O)CN2CCN(S(=O)(=O)c3ccc(NC(C)=O)cc3)CC2)cc1 (stereo not drawn)	0.2	-1.5	2.0	-1.0	-1.5	0.2	3.6	-0.4	-0.2	16.6
Cc1cc(NC(=O)Cn2nc(C(F)(F)F)c3c2CCC3)no1	4.9	.	0.4	-0.6	1.6	0.9	0.3	4.9	-4.9	-5.7
COCC(C)NC(=O)/C=C/c1ccc(OC)cc1 (stereo not drawn)	-30.1	4.2	-1.8	-3.4	0.8	0.7	1.1	30.2	30.1	-5.2
COC(=O)c1cn(CC(=O)NC2CCCCC2)c2ccccc12	-8.7	.	.	-1.8	0.6	0.7	2.0	.	8.7	1.6
Cc1ccc([N+](=O)[O-])c(OCCN2CCCCCC2)c1	-9.3	-6.6	56.7*	-0.9	-0.4	4.0	5.8	3.7	9.3	-27.1
CC(C)Oc1cc(NC(=O)CS(=O)(=O)CC(=O)N(C)C)c(Cl)cc1Cl	19.6	-1.9	1.4	0.3	0.3	3.0	3.2	-9.3	-19.6	-2.1
COc1ccc(CN(C)C(=O)CSc2nnc(C3CC3)n2C2CC2)cc1	-24.7	-2.3	-1.3	-0.8	.	.	1.9	2.9	24.7	-25.9
COc1ccc(OCc2cc(C(=O)N(C)C3CCOC3)no2)c(Cl)c1 (stereo not drawn)	2.7	3.6	-0.2	0.9	-0.1	2.1	1.9	17.3	-2.7	-8.4
COc1cc(/C=C(\C#N)c2nc3ccccc3s2)ccc1OCC(=O)Nc1ccccc1	?	.	0.2	0.1	0.8	3.5	.	-12.8	-70.5	-6.4
CN(C)c1ccc(C(CNC(=O)c2ccccc2Br)c2c[nH]c3ccccc23)cc1 (stereo not drawn)	-0.2	-2.7	-1.2	-1.9	0.4	4.6	2.2	-8.2	0.2	-2.7
CCOC(=O)NC1C=CS(=O)(=O)C1 (stereo not drawn)	-33.4	1.7	-5.8	.	-2.1	0.3	1.7	-2.9	33.4	4.0
CCOc1ccc(/C=N/NC(=O)CC(=O)NCc2ccccc2)cc1	21.6	-2.0	3.3	0.7	-1.7	2.2	3.8	2.5	-21.6	4.6
O=C(Nc1nc2c(Br)cccc2s1)C1CC1	-24.5	.	-5.9	-3.9	1.1	1.0	.	.	24.5	1.8
Cc1cc(N2CCN(C3CCCCC3)CC2)n2nc(C)nc2n1	-19.4	-2.3	-2.4	-0.5	2.7	1.3	1.4	2.8	19.4	-1.7
CS(=O)(=O)N1CCC(C(=O)NCCC2=CCCCC2)CC1	-24.7	-0.4	0.1	-2.8	0.4	-1.5	-0.2	-1.5	24.7	3.6
CCc1ccc(N(CC(=O)NC2CCCCC2)C(=O)CNC(=O)c2ccco2)cc1	.	-0.8	-5.8	-1.8	1.5	3.7	1.7	-0.6	.	2.2
Cc1csc(NC(=O)c2c(-c3c(F)cccc3Cl)noc2C)n1	-5.7	-4.2	1.0	-0.8	-1.1	3.2	-0.1	-19.2	5.7	7.0
COc1ccc(C(CNC(=O)c2cncc(Br)c2)N(C)C)cc1 (stereo not drawn)	-3.8	1.8	-2.2	0.1	0.4	2.1	2.9	7.9	3.8	0.2
CN(C)c1ccc(/C=C/c2nc3ccccc3c(=O)n2CCO)cc1	12.0	0.7	.	-0.7	-0.5	-1.5	-1.7	6.7	-12.0	-5.6
Nc1ncnc(NC2CCS(=O)(=O)C2)c1[N+](=O)[O-] (stereo not drawn)	-12.3	1.0	-3.8	0.9	-0.3	-1.0	0.6	-12.9	12.3	-5.5
O=C(c1ccc2c(=O)n(C3CCCC3)c(=S)[nH]c2c1)N1CCCCCC1	-19.0	-6.4	-0.3	-0.8	-1.0	-0.1	0.6	-11.2	19.0	13.6
Cc1nn(C(=O)CNC(=O)c2ccccc2)c(C)c1C	3.2	-0.2	0.5	0.8	-0.8	0.9	5.4	5.6	-3.2	-0.9
O=C(NCCC1CCCCN1S(=O)(=O)c1cccs1)C(=O)Nc1ccccc1 (stereo not drawn)	6.5	0.4	-2.5	-1.8	-0.6	1.4	1.9	11.4	-6.5	2.5
CC(=O)Oc1ccc2c(=O)c(Oc3ccccc3)coc2c1OC(C)=O	.	.	-5.4	-2.2	-1.3	1.1	0.7	-1.3	.	12.2
O=C(CN1C(=O)C2C3CCC(C3)C2C1=O)OCC(=O)c1ccccc1 (stereo not drawn)	-46.7	-0.8	-0.8	-3.2	0.2	1.7	3.1	16.5	46.7	-8.2
COc1ccc(CCCC(=O)NC2CCCCC2)cc1	-13.8	.	-4.0	.	1.3	0.9	-1.3	-12.3	13.8	8.4
Cc1nn(Cc2ccccc2)c(Cl)c1C(=O)NCc1ccco1	33.4	-1.4	59.2*	-0.8	-1.3	0.9	2.1	-4.7	-33.4	-6.1
CCN1CCN(C(=O)c2c(-c3ccccc3)noc2C)CC1	.	-1.7	.	-0.4	1.3	1.2	-0.6	4.6	.	5.1
CCOC(=O)c1c(C)n(C)c2ccc(O)c(CN(CC)CC)c12	2.8	-3.0	2.1	-0.1	-1.4	-0.4	1.8	.	-2.8	0.6
COc1ccc(NC(=O)CN2C(=O)NC3(CCCC3)C2=O)cc1	.	-0.3	-25.1	-2.1	1.1	3.4	2.1	4.6	.	4.1
C=CCNc1nc(S(=O)Cc2ccc(C)cc2)nc2c1CCCC2 (stereo not drawn)	-28.1	11.4	12.4	-0.1	0.2	4.1	4.1	3.1	28.1	0.6
CC(CN1CCCC1)OC(=O)c1cccc(F)c1 (stereo not drawn)	-0.7	0.2	3.8	-0.5	1.9	0.4	-1.5	.	0.7	-6.6
c1ccc(CSc2nc3ccccc3[nH]2)cc1	5.7	68.3*	-7.9	-1.1	-0.2	3.7	3.3	110.6*	-5.7	0.5

Complete entries as entered above. Order of screens: SR-BI DiI inh | Wnt act | CAL PDZ FP-1 | CAL PDZ FP-2 | E coli growth | AddAB inh | phage Ecoli inh | MITF TRPM1 HTS | SR-BI DiI-HDL act | Tat export inh
`COCC(C)NC(=O)/C=C/c1ccc(OC)cc1` (stereo not drawn) is listed with -30.1 | 4.2 | -1.8 | -3.4 | 0.8 | 0.7 | 1.1 | 30.2 | 30.1 | -5.2
`COc1ccc(NC(=O)CN2C(=O)NC3(CCCC3)C2=O)cc1` is listed with . | -0.3 | -25.1 | -2.1 | 1.1 | 3.4 | 2.1 | 4.6 | . | 4.1
`CCOC(=O)NC1C=CS(=O)(=O)C1` (stereo not drawn) is listed with -33.4 | 1.7 | -5.8 | . | -2.1 | 0.3 | 1.7 | -2.9 | 33.4 | 4.0

Further entries
SMILES	SR-BI DiI inh	Wnt act	CAL PDZ FP-1	CAL PDZ FP-2	E coli growth	AddAB inh	phage Ecoli inh	MITF TRPM1 HTS	SR-BI DiI-HDL act	Tat export inh
COc1ccc(CCNS(=O)(=O)c2cc3c4c(c2)CCN4C(=O)CC3)cc1OC	-8.9	3.2	-3.0	-1.9	.	.	1.1	2.8	8.9	-4.5
CC(C)(C)c1ccc(OCC(=O)NCCN2CCOCC2)cc1	.	-0.2	7.6	-2.9	1.2	3.7	1.4	-11.0	.	5.9
COCCNC(=O)CN(C(=O)c1ccc(N2CCCC2)nc1)c1ccccc1	-15.8	-0.8	.	-0.7	1.9	1.3	0.6	7.3	15.8	9.4
O=C(NC(=O)c1ccc(F)cc1)Nc1nc(-c2cccs2)cc(C(F)(F)F)n1	-5.6	-1.8	.	-1.4	-0.9	-3.1	0.5	7.0	5.6	-5.9
COc1ccc(NC(=O)CC(c2ccccc2)c2ccco2)cc1 (stereo not drawn)	33.0	0.3	-0.9	-0.6	-0.5	-0.6	-0.3	4.8	-27.4	-2.0
CCCS(=O)(=O)Nc1cccc(-c2nc3cccnc3s2)c1	32.4	-3.6	-1.2	-3.4	-0.8	-1.2	-0.8	33.5	-32.4	4.9
CCCN1CCC(NC(=O)Cc2ccccc2C)CC1	-8.3	-0.2	-3.2	1.0	-0.2	2.0	-0.4	.	8.3	-1.0
COc1cccc(NC(=O)CN(C)CC(=O)NCc2ccc(F)cc2)c1	9.6	-3.5	.	-1.2	-1.4	2.6	1.8	-5.6	-9.6	1.1
CC(NC(=O)CN1C(=O)NC2(CCCCC2)C1=O)c1ccc(S(N)(=O)=O)cc1 (stereo not drawn)	-32.6	-3.0	1.9	-1.6	.	.	5.8	2.1	32.6	0.3
CN1CCN(C(=O)/C(=C/c2cn(S(=O)(=O)N(C)C)c3ccccc23)NC(=O)c2ccccc2)CC1	13.9	-0.9	-2.1	-2.9	1.5	0.8	1.4	20.4	-13.9	-1.3
CNC(=O)C1CC(=O)N(CCc2ccc(OC)c(OC)c2)C(=Nc2ccc(F)cc2)S1 (stereo not drawn)	9.1	-2.7	7.6	-0.7	-0.7	-0.6	-1.6	6.6	-9.1	2.0
CC(C)CCN(CCC(C)C)CC(O)Cn1c2ccccc2c(=O)c2ccccc21 (stereo not drawn)	-5.2	3.8	.	-0.1	-0.2	1.4	1.8	.	5.2	0.7

Compounds were not picked by outcome; about 3.6% have a hit in one of these screens.
